From PubChem BioAssay
Pol kappa inh: blocks human DNA polymerase kappa activity. purified Pol kappa, fluorescent DNA synthesis assay, 10 min. 0.53% of 400,000 active. Potency, µM (highest dose often 107 µM), for inactives: at the highest dose activity, negative = inhibition, most hits filed as inhibitors; also: % is scaled to controls: 0 for no effect and ±100 for the full control effect
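50 nM final substrate added after 15 min RT preincubation of 10 nM Pol kappa with compound; fluorescence read at 0 and 10 min.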
POLI inh: DNA polymerase iota (human) inhibition. Q9UNA4. Pol iota fluorescent replication assay, 10 min. 1% of 390,000 active. Potency, µM (top dose mostly 115 µM), inactives show top-dose activity, negative = inhibition, actives largely listed as inhibitors
Target sequence (Q9UNA4 whole entry, looked up): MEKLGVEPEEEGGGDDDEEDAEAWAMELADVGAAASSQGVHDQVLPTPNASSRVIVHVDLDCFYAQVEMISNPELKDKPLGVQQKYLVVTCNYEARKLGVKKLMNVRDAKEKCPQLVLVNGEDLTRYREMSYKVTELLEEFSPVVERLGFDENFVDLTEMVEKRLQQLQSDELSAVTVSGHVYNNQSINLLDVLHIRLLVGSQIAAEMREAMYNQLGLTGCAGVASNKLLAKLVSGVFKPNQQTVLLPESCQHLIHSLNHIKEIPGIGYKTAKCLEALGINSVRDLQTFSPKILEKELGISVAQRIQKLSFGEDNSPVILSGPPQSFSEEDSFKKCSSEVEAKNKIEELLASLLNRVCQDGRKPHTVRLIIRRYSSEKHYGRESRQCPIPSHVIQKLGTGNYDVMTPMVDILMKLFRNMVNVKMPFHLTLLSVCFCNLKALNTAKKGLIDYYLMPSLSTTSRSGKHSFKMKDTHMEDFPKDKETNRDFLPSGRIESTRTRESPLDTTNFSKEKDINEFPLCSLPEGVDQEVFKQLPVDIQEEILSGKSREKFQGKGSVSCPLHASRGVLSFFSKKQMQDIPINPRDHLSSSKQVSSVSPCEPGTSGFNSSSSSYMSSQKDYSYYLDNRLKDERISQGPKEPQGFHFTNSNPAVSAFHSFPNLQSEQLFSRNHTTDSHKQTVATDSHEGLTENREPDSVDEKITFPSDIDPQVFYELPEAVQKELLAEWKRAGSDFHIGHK
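Pol iota at 10 nM preincubated 15 min with compounds at room temperature; reaction started with fluorescent substrate, 50 nM final. Fluorescence read kinetically at 0 and 10 min; buffer-only wells as negative control.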
POLH inh: DNA polymerase eta (human) inhibition. 1.2% of 390,000 active. Potency, µM (titrated, usually from 114 µM), without a hit: top-dose activity change, negative = inhibition, most hits filed as inhibitors. Q9Y253. recombinant Pol eta, fluorescent DNA replication assay; also: % is scaled to controls: 0 for no effect and ±100 for the full control effect
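Pol eta (10 nM) was preincubated with compounds for 15 min at room temperature, after which fluorescent replication substrate (50 nM final) was added to start the reaction. Fluorescence was read kinetically at 0 and 10 min.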
G9a block: blocks human histone lysine methyltransferase G9a; AID 504332; G9a H3K9 monomethylation, AlphaScreen, 2 h; 8.8% of 350,000 active; Potency, µM (series often up to 102 µM), inactives show top-dose activity, negative = inhibition, hits mostly inhibitors; also: % is scaled to controls: 0 for no effect and ±100 for the full control effect; nearly all actives have a fitted effect of over 75% in size
Target sequence (Q96KQ7 913-1193 limits assumed): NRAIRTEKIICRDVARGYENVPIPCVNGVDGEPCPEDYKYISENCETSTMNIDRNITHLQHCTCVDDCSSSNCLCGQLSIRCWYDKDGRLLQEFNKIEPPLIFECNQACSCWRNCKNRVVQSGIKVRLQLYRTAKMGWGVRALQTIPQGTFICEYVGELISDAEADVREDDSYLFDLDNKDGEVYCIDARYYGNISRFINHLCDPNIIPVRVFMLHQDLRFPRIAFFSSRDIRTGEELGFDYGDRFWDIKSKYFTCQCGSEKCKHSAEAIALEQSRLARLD
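Using a bead-based AlphaScreen, monomethylated H3K9 product from 2 h room-temperature reactions (G9a 20 nM, peptide 500 nM, SAM 20 uM) was detected with 0.5 ug/mL rabbit anti-H3K9me1 antibody.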
Anesthetic bind: candidate novel general anesthetic via apoferritin binding. apoferritin/1-aminoanthracene competitive binding, fluorescence. Potency, µM (doses to about 77.5 µM), without a hit: top-dose activity change, negative = displacement, hits mostly inhibitors. 0.074% of 350,000 active. AID 485281; also: % is scaled to controls: 0 for no effect and ±100 for the full control effect; nearly all actives have a fitted effect of over 20% in size
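Apoferritin-based anesthetic binding model; compound displacement of fluorescent 1-AMA measured as endpoint fluorescence after 10 minutes at room temperature, scaled to free-ligand and complex controls.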
POLB inh: blocks human DNA polymerase beta activity. P06746. Pol beta primer extension/strand displacement, fluorescence kinetic. Potency, µM (series often up to 114 µM), without a hit: at the top dose activity change, negative = inhibition, hits mostly inhibitors. 1.3% of 340,000 active; also: % is scaled to controls: 0 for no effect and ±100 for the full control effect
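Preincubation: enzyme (10 nM) with compound, 15 min, RT. Reaction: substrate added to 50 nM final. Reads: 0 and 10 min. Analysis: normalized, Hill fit.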
BAZ2B inh: inhibitors of human BAZ2B bromodomain | AlphaScreen BAZ2B-H3K14Ac peptide displacement | Potency, µM (series often up to 114 µM), inactives show top-dose activity change, negative = inhibition, usual class: inhibitors | AID 504333 | 4.4% of 360,000 active | Q9UIF8; also: % is scaled to controls: 0 for no effect and ±100 for the full control effect; nearly all actives have a fitted effect of over 60% in size
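Inhibition is scored as reduced AlphaScreen emission. The BAZ2B/b-H3(5-23)K14Ac complex (50 nM each) in PBS pH 7.4, 0.01% Tween-20 meets compound (up to 110 uM) for 30 min at RT before bead addition.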
BLM helicase inh: inhibitors of human Bloom syndrome helicase BLM | P54132 | recombinant BLM DNA unwinding, fluorescence dequenching | Potency, µM (titrated, usually from 56.1 µM), without a hit: at the highest dose activity change, negative = inhibition, usual class: inhibitors | 0.2% of 350,000 active | AID 2528;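 also: plate controls were vehicle for no effect and no enzyme for full effect; nearly all actives have a fitted effect of over 35% in size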
APE1 inh: APE1 (human) endonuclease inhibition. Potency, µM (highest dose often 65.8 µM), for inactives: at the highest dose activity change, negative = inhibition, usual class: inhibitors. recombinant APE1, TAMRA/BHQ-2 abasic DNA cleavage fluorescence. 0.35% of 350,000 active. AID 2517. P27695;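 also: plate controls were vehicle for no effect and reference inhibitor for full effect; nearly all actives have a fitted effect of over 55% in size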
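APE1 at 0.75 nM final was preincubated with compound 15 min at room temperature, then 50 nM double-stranded THF abasic-site substrate (5'-TAMRA/3'-BHQ-2) was added. Fluorescence (ex 525/em 598 nm) was read kinetically; third-minus-first read gave activity.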
Numbers without * were called inactive; ? = inconclusive; . = no result given; & = joins results of further samples; [ ] = remark or other dose. Calls follow the shape of the dose curve; as a rule, active = well fitted curve in the direction sought with a large enough effect; inconclusive = small, poorly fitted or top-dose-only effect, or another doubt; inactive = no such curve, though single readings can be large; an effect the other way counts as inactive or inconclusive. Potency is read from the fitted curve at half-maximal effect. An excerpt; rates above refer to the full screens.

Values run as follows: POLI inh, Anesthetic bind, POLH inh, G9a block, Pol kappa inh, BLM helicase inh, APE1 inh, POLB inh, BAZ2B inh
Cc1ccc2cccc(N=Cc3c(C)[nH]n(-c4ccccc4)c3=O)c2n1
 : 1.0%, -15.3%, ?, 10µM*, -22.0%, -26.1%, -2.6%, 2.5%[57.1 µM], -35.1%
O=C(N/N=C/c1ccco1)c1cc(-c2ccccc2)nc2ccccc12
 : -11.9%, -5.2%, 3.8%, -9.6%[0.0925 µM], -13.0%, -5.4%, -7.0%, 1.3%, ?
COc1ccc2[nH]c(C)c(CN3CCC(C)CC3)c(=O)c2c1
 : 39.1%[activator], -8.7%, -6.1%, ?, -3.4%[60.1 µM], 3.1%, 15.3%, -19.8%, -5.6%
O=C(NCc1ccccn1)C1CCN(C(=O)c2cc3sccc3n2Cc2ccc(F)cc2)CC1
 : -13.8%, -16.9%, -1.4%, -35.2%, -0.1%, -4.7%, -2.6%, -2.1%, .
CCc1nnc(NC(=O)CSc2nc3c(c(=O)n2CC)SC(C)C3)s1 (stereo unspecified)
 : -11.8%, -13.1%, 2.8%, -8.7%, -1.3%, 0.5%, -0.5%, 4.0%, -3.7%
COc1ccc(Nc2nnc(-c3ccc(C(=O)NCCO)cc3)c3ccccc23)cc1
 : 0.6%, -21.4%, -8.2%, -31.4%, -4.6%, -4.6%, 17.3%, -10.6%, -21.5%
Cc1ccc2nc(-c3cc(NC(=O)/C=C/c4ccccc4)ccc3Cl)oc2c1
 : 55.1%[activator], -6.1%, -13.5%, ?, -23.0%, -1.0%, ., ?, -0.4%
Cc1ccc(C(=O)OCc2nc3ccsc3c(=O)[nH]2)o1
 : ?, ., 19.6%, 20.8%[2.33 µM], -14.3%, ., -2.4%, ., 22.6%
Cc1cc(NC(=O)CCc2nc3cccnc3n2-c2ccccc2)ccc1Br
 : 27.3%, -4.9%, -18.6%, ?, -8.4%, -4.6%, ., 29.3%, -28.8%
CCOC(=O)CCCn1nc(C)n2c(cc3sccc32)c1=O
 : 6.7%, -14.0%, -8.9%, 3.7%[59 µM], -2.5%, -0.4%, 7.6%, 0.7%, -0.2%
COc1ccc(OC)c(CNC(=O)CCn2c(=O)c3cccn3c3ccc(F)cc32)c1
 : 15.2%&17.1%, -0.7%&-9.3%, -4.1%&-6.4%, -4.3%, -4.7%&-2.6%, 1.3%&-9.7%, 13.2%, 12.7%&30.0%, -23.0%&-17.6%
Cc1ccc(S(=O)(=O)NC(Cc2ccccc2)C(=O)O)cc1 (stereo unspecified)
 : 135.8%[activator], -3.6%, -15.0%, -31.2%, -0.4%, -1.6%, 10.8%, 17.4%, -5.4%
O=C(NCCc1ccccc1Cl)c1ccc2nc3ccccc3c(=O)n2c1
 : 17.8%, -0.8%, -0.9%, -0.2%, -17.0%, -4.8%, -13.4%, 40.4%, -6.4%
CC(C)(C)OC(=O)N[C@H](/C=C/c1ccccc1)C(=O)OC(C)(C)C
 : 18.8%, ., -8.9%, 5.6%[0.501 µM], -20.5%, ., -6.9%, ., 6.1%
COC(=O)NNC(=O)Cc1cccc2ccccc12
 : 15.8%, -11.4%, -25.0%, 6.3%[59 µM], -12.9%, -0.7%, 0.4%, 88.2%, 5.0%
COc1ccccc1-n1c(Cc2cccs2)n[nH]c1=S
 : -14.7%, -5.4%, -3.3%, 3.55µM*, -8.1%, 1.6%, 18.3%, 36.8%, -7.0%
Cc1ccc(NC(=O)NCCCN2CCCC2=O)cc1Cl
 : -2.0%, -9.2%, -9.7%, 19.1%, -8.6%, -2.5%, -5.0%, 14.6%, 5.4%
COc1ccc(CCNS(=O)(=O)c2ccc(F)cc2)cc1OC
 : -3.3%, -4.1%, 0.5%, -3.1%[59 µM], 0.0%[60.1 µM], 0.1%, 3.1%, 5.2%, 18.5%
CC1CC(C)CN(Cc2nc(N)nc(Nc3ccc4ccccc4c3)n2)C1 (stereo unspecified)
 : -9.1%, -22.9%, -23.2%, -5.7%[59 µM], -5.1%, -6.6%, -2.4%, -26.1%, 50.1µM*
COC(=O)c1cc(OC)c(OC)cc1NC(=S)N1CCN(C)CC1
 : -21.2%, -7.8%, 11.4%, 24.0%, -11.9%, -1.4%, -6.1%, -11.1%, -1.8%[57.1 µM]
COc1ccc(NC(=O)C2CCCN(S(=O)(=O)c3cccnc3)C2)cc1 (stereo unspecified)
 : 31.5%[activator], -13.3%, -5.9%, -7.0%, -4.9%, 0.6%, -2.8%, 41.3%, -1.9%
O=C(CSc1cccc[n+]1[O-])Nc1cccc(Oc2ccccc2)c1
 : 176.8%[activator], -10.4%, -17.5%, -41.1%, -1.8%, -7.1%, -2.1%, -5.8%, 1.4%
Cc1oc(-c2ccc(Cl)cc2)nc1CS(=O)CC(=O)NCc1ccc(Cl)cc1 (stereo unspecified)
 : 13.0%, ?, -22.9%, -30.0%[59 µM], -16.8%, -2.7%, ., -23.3%, -21.6%
O=C(CNc1cccc(C(F)(F)F)c1)N/N=C/c1ccccc1C(=O)O
 : 35.5%, -13.4%, ?, -25.5%, -8.6%, -2.4%, -1.3%, 1.9%, -2.8%
CCOC(=O)C1(Cc2ccc(OC)cc2)CCN(C(=O)c2cc(C)nn2C)CC1
 : 5.0%, -9.0%, -4.2%, 1.4%[0.501 µM], -5.3%, -3.5%, -15.4%, 4.4%, -16.0%
CC(=O)Nc1cccc(NC(=O)C(=O)Nc2ccc3c(c2)N(C(=O)C2CC2)CCC3)c1
 : 26.5%, ., -10.2%, -44.3%, -8.1%, ., 29.2%, ., -5.7%
Cc1ccc(C2(CC(=O)Nc3nccs3)CCOC(C(C)C)C2)cc1 (stereo unspecified)
 : -3.1%, 7.3%, -9.2%, -9.2%[59 µM], -8.5%, -1.5%, ?, 20.0%, 5.7%
O=C(O)Cn1c2ccccc2c2ccccc21
 : 37.2%[activator], -1.9%, -16.1%, 0.3%, -13.5%, 3.7%, 3.6%, 16.6%, 0.6%
COC(=O)c1ccc(C2/C(=C(/O)c3ccc(OC)cc3)C(=O)C(=O)N2Cc2ccco2)cc1 (stereo unspecified)
 : -11.3%, -9.7%, -1.3%, 44.7µM*, -7.6%, -6.0%, 0.8%, 1.9%, ?
Nc1nc(SCc2ccc([N+](=O)[O-])cc2)nc2nc3c(cc12)CCCC3
 : 14.0%, -0.7%, ?, 16.1%[59 µM], 3.9%, 3.1%, 4.5%, 10.2%, 9.7%
CC(NC(=S)NC1CCCCC1)C(c1ccccc1)N1CCOCC1 (stereo unspecified)
 : -24.8%, -4.8%, -9.6%, 2.9%, -1.7%, -4.9%, -3.2%, 16.5%, -11.6%
COc1ccc(/C=C/C(=O)N2CCN(C)CC2)cc1OC
 : 5.5%, -0.1%, -11.2%, ., -8.1%, -3.6%, 7.9%, 1.3%, 33.5%[activator]
COc1cc(C(=O)N=C2SC3CS(=O)(=O)CC3N2c2ccccc2)cc(OC)c1OC (stereo unspecified)
 : 22.3%, -3.0%, -16.2%, -6.8%, 0.5%, -4.6%, -21.9%, 11.6%, 5.8%
CC1CCCN(C(=O)C2CCN(S(=O)(=O)c3cccc4nonc34)CC2)C1 (stereo unspecified)
 : 44.9%[activator], 3.3%, -22.6%, 3.8%, -7.8%, -4.1%, 7.0%, 14.3%, 9.2%
CCN(CC)C(=O)CSC1=C(C#N)C(c2ccco2)C(C(=O)OCCOC)=C(C)N1 (stereo unspecified)
 : 2.5%&14.8%, -12.8%, -10.6%&-13.6%, 25.1µM*, -5.9%&-12.2%, -4.2%, 3.8%, 3.9%, ?
CCOC(=O)NC1Cc2ccccc2C1Sc1ccccn1 (stereo unspecified)
 : 4.4%, -10.2%, -15.7%, 8.7%, 2.3%, -3.6%, 62.3%[activator], 13.1%, 42.9%[activator]
Cc1ccc(Cl)cc1-c1ccc(/C=N/n2cnnc2)o1
 : 13.5%, 32.2%[activator], -12.6%, 14.3%[59 µM], -8.2%, 0.8%, -18.7%, ?, -6.8%
COc1ccccc1CNCc1cccc(Oc2ccccc2)c1
 : 10.8%, -22.6%, -9.9%, 8.91µM*, -14.0%, 4.9%, -2.6%, -0.2%, 25.1µM*
CC(C)Cc1nc(NCCN2CCOCC2)c(C#N)c2c1COC(C)(C)C2
 : -2.1%, -8.9%, -8.9%, ?, -7.8%, -3.0%, 2.8%, ?, -24.5%
O=C(Nc1ccn(Cc2c(F)c(F)c(F)c(F)c2F)n1)c1cccc(Cn2cc([N+](=O)[O-])cn2)c1
 : ?, -12.9%, -11.4%, -0.8%, -16.4%, -4.8%, 0.1%, 9.9%, 2.1%
CCC(=O)c1ccc(OCC(=O)N2CCN(S(=O)(=O)c3ccc(Cl)s3)CC2)cc1
 : ?, ., 44.7µM*, -46.3%[12.7 µM], ?, ., 5.8%, ., -37.7%
COc1cc2c(cc1NC(=O)c1cc(-c3ccncc3)nc3ccc(C)cc13)oc1ccccc12
 : 29.1%, -8.0%, 2.1%, -0.9%[59 µM], 7.4%, -0.9%, -2.4%, -27.5%, -4.8%
COC(=O)C1C(=O)c2c([nH]c(C(=O)OC3CCCCC3)c2C)CC1C (stereo unspecified)
 : 60.7%[activator], -1.7%, -17.7%, 3.9%, 7.9%, 0.3%, 24.8%, -0.4%, 13.1%

An excerpt of these results, bar-delimited.
mol | POLI inh | Anesthetic bind | POLH inh | G9a block | Pol kappa inh | BLM helicase inh | APE1 inh | POLB inh | BAZ2B inh
CCN(CC)C(=O)CSC1=C(C#N)C(c2ccco2)C(C(=O)OCCOC)=C(C)N1 (stereo unspecified) | 2.5%&14.8% | -12.8% | -10.6%&-13.6% | 25.1µM* | -5.9%&-12.2% | -4.2% | 3.8% | 3.9% | ?
CCOC(=O)NC1Cc2ccccc2C1Sc1ccccn1 (stereo unspecified) | 4.4% | -10.2% | -15.7% | 8.7% | 2.3% | -3.6% | 62.3%[activator] | 13.1% | 42.9%[activator]
Cc1ccc(Cl)cc1-c1ccc(/C=N/n2cnnc2)o1 | 13.5% | 32.2%[activator] | -12.6% | 14.3%[59 µM] | -8.2% | 0.8% | -18.7% | ? | -6.8%
COc1ccccc1CNCc1cccc(Oc2ccccc2)c1 | 10.8% | -22.6% | -9.9% | 8.91µM* | -14.0% | 4.9% | -2.6% | -0.2% | 25.1µM*
